# Compound activity: PubChem BioAssay, several laboratories
# KCNK9 inh: inhibitors of human KCNK9 two-pore domain potassium channel; Q9NPC2; HEK293 KCNK9, FluxOR thallium flux fluorescence; hits give low values; AID 488922; B-score at 10 µM; 310,000 tested, 1.2% active;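 active means ratio B-score over 3 SD below the library mean, with starting fluorescence within 5 SD of its mean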;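 further: negative B-score means less thallium flux so channel inhibition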
# hERG rescue: compounds protecting human hERG from proarrhythmic drug block | Q12809 | CHO-hERG, FluxOR thallium flux, dofetilide IC70 present | activation (rescue from dofetilide block), less the hit threshold, % at 10 µM | 310,000 tested, 0.51% active | AID 1511;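 active means activation above the mean of controls blocked by dofetilide plus 5 SD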;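 further: thallium influx through hERG after potassium depolarization seen as dye fluorescence rise; in these data hits start at about 4.7%; inactives centre near -7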
# TRPC4 inh: blocks the mouse TRPC4 cation channel; B-score at 10 µM; HEK293 TRPC4beta/mu-opioid, DAMGO-evoked Fluo4 calcium flux; hits give low values; 300,000 tested, 0.39% active;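 active means B-score over 3 SD under the library average, no early fluorescence shift, positive overall ratio signal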
#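 Assay system – HEK293 line stably carrying TRPC4beta and mu-opioid receptor · Doses – single dose · Detection – Fluo4 calcium-dye fluorescence, kinetic read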
# TRPC4 potent: allosteric potentiators of mouse TRPC4 channel | B-score at 10 µM | 310,000 tested, 0.42% active | Q9QUQ5 | HEK293 TRPC4beta/mu-opioid, DAMGO EC20, Fluo-4 Ca2+ flux; hits give high values;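 active means B-score of calcium response area above 5 SD of library B-scores, with initial fluorescence ratio within 5 SD of library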;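 further: B-score of integrated fluorescence ratio over time as area under calcium response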
# TRPC4 act: activators of mouse TRPC4 channel; Q9QUQ5; HEK293 TRPC4beta/mu-opioid, Fluo4 calcium fluorescence; hits give high values; B-score at 10 µM; 310,000 tested, 0.49% active; AID 2237;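 active means B-score above 5 SD of library B-scores, and initial fluorescence ratio not above library mean plus 5 SD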;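 further: positive B-score marks a calcium rise read as TRPC4 activation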
#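 Assay system: HEK293 stable line with TRPC4beta plus mu-opioid receptor; schedule: 45 min room-temperature Fluo4 loading, 110 s read; technique: kinetic Fluo4 calcium fluorescence; evaluation: integrated baseline-normalised fluorescence ratio, converted to per-well B score; controls: buffer (low) and maximal DAMGO (high)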
# KCNK3 inh: human KCNK3 channel inhibition, primary screen; O14649; CHO-KCNK3 thallium flux, FluxOR fluorescence; hits give low values; B-score at 10 µM; 340,000 tested, 0.84% active; AID 602410;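 active means B-score under library mean minus 4 SD, starting fluorescence ratio at most library mean plus 5 SD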;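 further: more negative B-score means stronger inhibition of thallium flux through KCNK3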
# Target sequence (O14649 whole entry, looked up): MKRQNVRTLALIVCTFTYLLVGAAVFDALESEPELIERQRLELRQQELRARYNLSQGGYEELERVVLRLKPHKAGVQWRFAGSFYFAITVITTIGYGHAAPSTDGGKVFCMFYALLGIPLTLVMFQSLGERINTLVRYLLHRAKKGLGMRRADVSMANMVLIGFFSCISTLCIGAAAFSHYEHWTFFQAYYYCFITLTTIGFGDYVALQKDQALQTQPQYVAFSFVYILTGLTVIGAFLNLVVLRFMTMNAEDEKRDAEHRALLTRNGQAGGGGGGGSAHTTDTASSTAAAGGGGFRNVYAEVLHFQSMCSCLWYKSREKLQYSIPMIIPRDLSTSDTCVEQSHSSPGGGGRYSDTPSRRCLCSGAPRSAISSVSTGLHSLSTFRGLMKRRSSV
# KCNQ1 act: potentiators or activators of human KCNQ1 potassium channel. P51787. CHO-K1 KCNQ1, thallium flux FluxOR fluorescence; hits give high values. B-score at 10 µM. 310,000 tested, 0.35% active;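 active means fluorescence ratio B-score, a plate-corrected score, at least three library SD, with initial intensity B-score within 5 SD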
# Target sequence (P51787 whole entry, looked up): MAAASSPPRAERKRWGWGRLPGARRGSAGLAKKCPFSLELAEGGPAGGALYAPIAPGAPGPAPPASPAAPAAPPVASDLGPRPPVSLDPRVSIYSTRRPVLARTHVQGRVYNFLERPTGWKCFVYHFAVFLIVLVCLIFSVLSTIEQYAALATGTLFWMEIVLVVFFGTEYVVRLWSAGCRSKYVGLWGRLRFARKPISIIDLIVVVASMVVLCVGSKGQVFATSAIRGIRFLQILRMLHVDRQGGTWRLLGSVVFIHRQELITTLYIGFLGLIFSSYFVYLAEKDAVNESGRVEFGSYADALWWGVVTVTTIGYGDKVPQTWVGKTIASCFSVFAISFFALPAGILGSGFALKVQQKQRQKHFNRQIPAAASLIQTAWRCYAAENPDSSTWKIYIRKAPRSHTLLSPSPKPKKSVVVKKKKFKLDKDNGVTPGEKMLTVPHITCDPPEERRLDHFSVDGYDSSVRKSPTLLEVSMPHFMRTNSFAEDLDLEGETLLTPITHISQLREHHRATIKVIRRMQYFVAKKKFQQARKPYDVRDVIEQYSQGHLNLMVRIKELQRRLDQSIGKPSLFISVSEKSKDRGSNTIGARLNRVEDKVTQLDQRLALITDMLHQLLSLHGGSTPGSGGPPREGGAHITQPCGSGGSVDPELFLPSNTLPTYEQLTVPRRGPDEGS
#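 Medium – assay buffer, equal DMSO in all wells · Material – CHO-K1 cell line with stable KCNQ1 potassium channel expression · Signal – kinetic FluxOR thallium fluorescence, 10-s 1-Hz baseline, 110-s post-stimulus read · Compound – single concentration per compound, DMSO matched to controls · Schedule – 37 °C overnight plating, 90-min dark dye load, 20-min compound pretreatment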
# KCNQ1 inh: blocks the human KCNQ1 potassium channel; P51787; CHO-K1 KCNQ1, FluxOR thallium flux fluorescence; hits give high values; B-score at 10 µM; 310,000 tested, 1.3% active; AID 2642;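 active means compounds whose thallium flux B-score, printed positive for inhibition, exceeds three library SD while starting fluorescence stays within three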;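 further: channel opened by potassium depolarization with thallium stimulus after 20 min compound exposure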
# DYRK1A inh: blocks rat Dyrk1A kinase activity. AID 504441. Q63470. ADP-Glo luminescence, NFATc1 peptide. inhibition, % at 12.5 µM. 310,000 tested, 0.43% active; in the data active means inhibition above about 50%;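 further: plate controls were vehicle with enzyme for no effect and no enzyme for full effect; many of its hits are not listed in these tables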
# PolyA inh: blocks polyadenylation in yeast reporter cells; S. cerevisiae SKY197-pL101 polyadenylation reporter, beta-gal luminescence; efflux-impaired pdr1/pdr3 knockout yeast; score 100 = 6 SD above DMSO; calls only at 12 µM; 300,000 tested, 0.02% active;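 active means lowest replicate activity score at least 50, where 100 means six control SD above control mean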;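 further: yeast exposed to compound for 9 h at 30 °C; higher score means more reporter readthrough which indicates perturbed polyadenylation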
# Platelet DG rel: platelet dense granule release activity; human platelet-rich plasma, SFLLRN dense granule ATP release, luminescence; inhibition, %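 (compounds screened at 7.5 µM in platelet-rich plasma)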; 300,000 tested, 0.22% active;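 active means mean replicate score, as percent of positive control, at or above 50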
# An asterisk follows results filed as active; i = inactive; · = not tested or not shown.
SMILES,KCNK9 inh,hERG rescue,TRPC4 inh,TRPC4 potent,TRPC4 act,KCNK3 inh,KCNQ1 act,KCNQ1 inh,DYRK1A inh,PolyA inh,Platelet DG rel
CC1CCN(Cc2nnnn2-c2ccc(Cl)cc2)CC1,i,-3,i,i,i,i,i,i,-2,i,17
CCc1nnc(NC(=O)c2cccc(S(=O)(=O)N3CCCC3)c2)s1,i,-2,i,i,i,i,i,i,1,i,1
O=C(Nc1ccc(N2CCN(C(=O)c3ccco3)CC2)cc1)c1ccccc1,i,-4,i,i,i,i,i,i,-10,i,-4
CC(=O)Nc1cccc(NC(=O)C2C3C=CC(C3)C2C(=O)O)c1 (configuration not stated),i,-7,i,i,i,i,i,i,3,i,-10
O=C(N/N=C1\CCCCc2ccccc21)c1ccccn1,i,-9,i,i,i,i,i,i,2,i,0
O=S(=O)(c1ccccc1)N1CCN(Cc2cccc(Br)c2)CC1,i,-6,i,i,i,i,i,i,·,i,2
Cc1ccc(-n2c(C)cc(C=C3C(=O)CC(C)(C)CC3=O)c2C)cc1,i,-7,i,i,i,i,i,i,-1,i,-11
COc1ccc(N=CC2=C(O)CC(c3ccccc3)CC2=O)c(OC)c1 (configuration not stated),i,-8,i,i,i,i,i,i,-1,·,-16
CCOC(=O)N/N=C(\C)c1ccc(OC(F)F)cc1OC(F)F,i,-6,i,i,i,i,i,i,5,i,-1
COc1ccc(-c2nc3ccccc3c(=O)n2CCc2ccc(O)cc2)cc1,i,-18,i,i,i,i,i,i,-4,i,-1
CCOc1ccccc1NC(=O)NC1CCCc2ccccc21 (configuration not stated),i,-7,i,i,i,i,i,i,2,i,2
Cc1cc(C)n(CCNCc2c(C(=O)N3C[C@@H](C)O[C@@H](C)C3)nc3ccc(Cl)cn23)n1,i,-5,i,i,i,i,i,i,0,i,-8
O=C(NCc1cccc(Cl)c1)C1CCC(=O)N(CCCN2CCOCC2)C1 (configuration not stated),i,-11,i,i,i,i,i,i,0,i,-8
Cc1ccc(S(=O)(=O)N2CCC(C(=O)OC(C)C(=O)N3CCOCC3)CC2)cc1 (configuration not stated),i,-15,i,i,i,i,i,i,6,i,-1
N#Cc1cccc(S(=O)(=O)NCC(=O)OCC(=O)c2ccc[nH]2)c1,i,-2,i,i,i,i,i,i,·,i,0
Cc1cc(O)c(C(C)C)cc1NC(=O)Cn1nc(C)c2ccccc2c1=O,i,-15,i,i,i,i,i,i,4,i,-9
CN(C)c1ccc(C(=S)N2CCCCCC2)cc1,i,-11,i,i,i,i,i,i,-10,i,3
CC(C)=C1SC(N2CCN(c3ccc(Cl)cc3)CC2)=NC1=O,i,-11,i,i,i,i,i,i,-2,i,-1
O=C(NCc1ccccn1)Nc1ccc(F)cc1F,i,-5,i,i,i,i,i,i,6,i,2
S=C(Nc1ccc2nccnc2c1)N1CCCC1,i,-14,i,i,i,i,i,i,4,i,-5
C/C(=C/c1ccccc1)C(=O)N1CCN(c2ccccc2F)CC1,i,-2,i,i,i,i,i,i,3,i,2
CCc1cccc(NC(=O)Cn2c3[n+](c4ccc(C(F)(F)F)cc42)CCCCC3)c1,i,-12,i,i,i,i,i,i,-4,i,11
COc1ccc(CC(NC(C)=O)C(=O)NC2CCN(C(=O)c3ccncc3)CC2)cc1OC (configuration not stated),i,-18,i,i,i,i,i,i,-7,i,-4
Cc1[nH]c2ccc(C(=O)NCCN3CCOCC3)cc2c1C,i,-6,i,i,i,i,i,i,-4,i,-15
S=C(NCCN1CCCCC1)Nc1ccccc1,i,-6,i,i,i,i,i,i,0,i,-5
Cc1occc1-c1nnc(SCC(=O)NC(C)(C)C)n1C(C)c1ccccc1 (configuration not stated),i,-4,i,i,i,i,i,i,7,i,·
CN(C1CCCCC1)S(=O)(=O)c1cc2c3c(c1)CCN3C(=O)CC2,i,-8,i,i,i,i,i,i,-2,i,·
CCN1C(=O)N[C@@H](c2cccc(C(F)(F)F)c2)C(C(C)=O)=C1C,i,-4,i,i,i,i,i,i,18,i,0
COc1ccc(Cl)cc1Nc1nc(-c2cccnc2)cs1,i,-4,i,i,i,i,i,i,-2,i,3
COc1cccc(CN2C(=O)C(C)N(C(=O)c3c(F)cccc3F)c3ccccc32)c1 (configuration not stated),i,-9,i,i,i,i,i,i,-5,i,-4
COc1ccc(NC(=O)c2ccccc2F)cc1Cl,i,-2,i,i,i,i,i,i,-5,i,30
Cc1cccc2cc(CN(CCN3CCOCC3)C(=O)NCc3ccccc3)c(=O)[nH]c12,i,-2,·,i,i,i,i,i,3,i,2
O=C(O)c1ccc2c(c1)C(=O)N(CCC1=CCCCC1)C2=O,i,-6,i,i,i,i,i,i,10,i,2
Cc1ccccc1NC(=O)Nc1cc(-c2ccccc2)nn1C,i,-5,i,i,i,i,i,i,·,i,4
O=C(COc1ccc(Cl)cc1)NCc1nnc(SCC(=O)Nc2ccc3c(c2)OCCO3)o1,i,-1,i,i,i,i,i,i,21,i,-3
Cc1ccc(-n2c(CNc3ccc(F)cc3)nnc2SCC(=O)O)cc1,i,-4,i,i,i,i,i,i,1,i,2
Cc1cccc(C)c1Nc1nnc(SCC(=O)NCc2ccco2)s1,i,-6,i,i,i,i,i,i,-7,i,-3
CCCNC(=O)c1[nH]c(C)c(C(=O)OCC)c1C,i,-5,i,i,i,·,i,i,·,i,-4
CN(CC(=O)NC1(C)CCS(=O)(=O)C1)S(=O)(=O)c1ccc(Cl)cc1 (configuration not stated),i,-13,i,i,i,i,i,i,9,i,-3
CC(C)=C(NC(=O)c1ccccc1)C(=O)Nc1cccc(C(=O)O)c1,i,-13,i,i,i,i,i,i,2,i,7
COc1ccc(C(c2c(O)nc[nH]c2=O)c2c(O)nc[nH]c2=O)cc1,i,-12,i,i,i,·,i,i,·,i,5
CNC(=S)N/N=C/c1c(C)nn(-c2cccc(Cl)c2)c1Cl,i,-3,i,i,i,i,i,i,11,i,-3
CSc1ncccc1C(=O)OCC(=O)c1cc(C)n(CC2CCCO2)c1C (configuration not stated),i,-15,i,i,i,i,i,i,-5,i,4
O=C(N/N=C\c1cccc(F)c1)c1ccc(-c2ccccc2)cc1,i,-9,i,i,i,i,i,i,-8,·,·
Cn1c2c(c(=O)n(C)c1=O)C(c1cc3c(cc1Br)OCO3)CC(=O)N2 (configuration not stated),i,-6,i,i,i,i,i,i,16,i,-12
O=C(CCn1nnnc1CN1CCOCC1)N1CCC(c2ccccc2Cl)C1 (configuration not stated),i,-8,i,i,i,i,i,i,-5,i,2
CCS(=O)(=O)N1CCC(C(=O)NCc2ccc3c(c2)OCO3)CC1,i,-7,i,i,i,i,i,i,-8,i,-3
COC(=O)c1c(C)[nH]c(C=O)c1-c1ccccc1,i,-7,i,i,i,i,i,i,·,i,6
O=C1CN(c2nc(-c3cccs3)nc3sc4c(c23)CCCC4)CCN1,i,-3,i,i,i,i,i,i,·,i,-40
O=C(CCN1C(=O)c2ccccc2C1=O)N1CCN(Cc2ccccc2)CC1,i,4,i,i,i,i,i,i,1,i,10

# Entries from the list above with a CF3 group, in the order listed:
SMILES,KCNK9 inh,hERG rescue,TRPC4 inh,TRPC4 potent,TRPC4 act,KCNK3 inh,KCNQ1 act,KCNQ1 inh,DYRK1A inh,PolyA inh,Platelet DG rel
CCc1cccc(NC(=O)Cn2c3[n+](c4ccc(C(F)(F)F)cc42)CCCCC3)c1,i,-12,i,i,i,i,i,i,-4,i,11
CCN1C(=O)N[C@@H](c2cccc(C(F)(F)F)c2)C(C(C)=O)=C1C,i,-4,i,i,i,i,i,i,18,i,0

# Next part.
SMILES,KCNK9 inh,hERG rescue,TRPC4 inh,TRPC4 potent,TRPC4 act,KCNK3 inh,KCNQ1 act,KCNQ1 inh,DYRK1A inh,PolyA inh,Platelet DG rel
COc1ccc2[nH]c(C)c(CCN3C(=O)C4CC=CCC4C3=O)c2c1 (configuration not stated),i,-10,i,i,i,i,i,i,11,i,7
O=C(Cc1ccccc1)Nc1cccc(NC(=O)c2cccs2)c1,i,-4,i,i,i,i,i,i,8,i,-1
COc1ccc(C(=O)NNC(=O)C2CCCO2)cc1 (configuration not stated),i,-12,i,i,i,i,i,i,4,i,-3
COc1ccc(-c2noc(CN3CCCC(OCc4ccccn4)C3)n2)cc1 (configuration not stated),i,-13,i,i,i,i,i,i,-4,i,6
O=C(O)CCC1OC(=O)C(O)=C1c1ccccc1 (configuration not stated),i,-6,i,i,i,i,i,i,1,i,0
Cc1nnc(NC(=O)c2c(-c3ccccc3Cl)noc2C)s1,i,-5,i,i,i,i,i,i,-1,i,1
O=C(NCCN1CCOCC1)c1ccc2c(c1)N(Cc1cccc(F)c1)C(=O)c1ccccc1S2,i,-16,i,i,i,i,i,i,-10,i,-4
O=C(CSc1ccsc1[N+](=O)[O-])N1CCN(c2ccccn2)CC1,i,-3,i,i,i,i,i,i,0,i,-5
COc1ccccc1C1CCN(Cc2ccc(Cl)c(Cl)c2)CC1,i,-11,i,i,i,i,i,i,0,i,-1
OCCCNc1ncnc2scc(-c3ccc(Cl)cc3)c12,i,-9,i,i,i,i,i,i,31,i,6

# Reprinted from the part before: 4 entries, followed by the next part.
SMILES,KCNK9 inh,hERG rescue,TRPC4 inh,TRPC4 potent,TRPC4 act,KCNK3 inh,KCNQ1 act,KCNQ1 inh,DYRK1A inh,PolyA inh,Platelet DG rel
O=C(NCCN1CCOCC1)c1ccc2c(c1)N(Cc1cccc(F)c1)C(=O)c1ccccc1S2,i,-16,i,i,i,i,i,i,-10,i,-4
O=C(CSc1ccsc1[N+](=O)[O-])N1CCN(c2ccccn2)CC1,i,-3,i,i,i,i,i,i,0,i,-5
COc1ccccc1C1CCN(Cc2ccc(Cl)c(Cl)c2)CC1,i,-11,i,i,i,i,i,i,0,i,-1
OCCCNc1ncnc2scc(-c3ccc(Cl)cc3)c12,i,-9,i,i,i,i,i,i,31,i,6
C[C@H](NC(=O)c1nc[nH]c1C(=O)N1CCN(C(=O)OC(C)(C)C)CC1)C(=O)OCc1ccccc1,i,-15,i,i,i,i,i,i,-1,i,1
O=C(COC(=O)CNC(=O)c1ccc(Br)cc1)Nc1nnc(-c2ccccc2)o1,i,-8,i,i,i,i,i,i,-4,i,-3
CS(=O)(=O)c1ccc(-c2nnc(NC(=O)C3=COCCO3)o2)cc1,i,-11,i,i,i,i,i,i,6,i,5
CC1(C)CC(NC(=O)COc2ccc3c4c(c(=O)oc3c2)CCCC4)CC(C)(C)N1,i,-2,i,i,i,i,i,i,-2,i,-1

# This is a subset; the hit share may differ from the screen's.
